KKLEB tox = reduces viability of KKLEB cystic fibrosis airway cells | KKLEB CF airway cells viability, ATPlite luminescence, overnight; active compounds read low; cells stimulated with P. aeruginosa culture filtrate | activity change (cytotoxicity), % at 5 µM | 360,000 tested, 0.36% active | AID 602141;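 active = corrected activity change at or below -50% at 5 µM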
TRAIL sens C8 = caspase-8 TRAIL sensitization | NB7+C8 cells + TRAIL, ATPlite viability luminescence | inhibition (viability loss, TRAIL sensitization), % at 10 µM | 360,000 tested, 1% active | AID 624354;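 active = compounds causing at least 50% loss of cell viability in the single-dose screen, relative to plate controls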
TROY NFkB inh = blocks TROY-dependent signaling in reporter cells; Q293 LMP1-TROYcd NF-kB luciferase reporter, 4 h; inhibition, % at 10 µM; 360,000 tested, 0.98% active;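 active = compounds whose plate-normalised and pattern-corrected inhibition of the luciferase reporter signal at the single screening dose is 50% or more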
LRH-1 inv ag = NR5A2 inverse agonism in reporter assay | AID 602396 | HEK293T StAR-luciferase reporter, LRH-1 transfected, 24 h | 360,000 tested, 0.13% active | inhibition, % at 3.6 µM;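 active = inhibition above the mean inhibition of all tested compounds plus 3 SD, cut at about 73% in these data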;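 also: 0% = DMSO wells and 100% = reporter-only cells lacking LRH-1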
CF NFkB inh = cystic fibrosis NF-kB activation inhibition. KKLEB NF-kB-GFP reporter, PAF-induced, GFP fluorescence overnight. inhibition, % at 5 µM. AID 588850. 360,000 tested, 0.86% active;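 active = at least 50% inhibition at 5 µM, scaled per plate between neutral and stimulator controls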;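 also: PAF is a Pseudomonas aeruginosa culture filtrate used as stimulus; plate controls were PAF-stimulated DMSO wells for no effect and unstimulated DMSO wells for full effect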
NCOA3 inh = human NCOA3 inhibition | HEK293 GAL4-SRC3 luciferase reporter, luminescence | inhibition, % at 3.6 µM | 360,000 tested, 0.17% active | AID 588352;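 active = inhibition above a per-campaign cutoff, the mean of all compounds plus 3 SD, cut at about 60% in these data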;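 also: 0% = DMSO-treated cells and 100% = gossypol-treated cells at 36 µM; higher means less SRC3-driven luciferase light from the GAL4 reporter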
EBV LMP1 NFkB = inhibitors of Epstein-Barr LMP1-induced NF-kappaB reporter | inhibition, % at 12.5 µM | 350,000 tested, 0.69% active | LMP1-induced NF-kappaB luciferase reporter cells, luminescence; in the data active = inhibition above about 41%;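 also: 0% = neutral control wells and 100% = reference inhibitor control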
NCOA1 inh = human NCOA1 inhibition; Q15788; HEK293 GAL4-SRC1 luciferase reporter, luminescence; inhibition, % at 3.6 µM; 360,000 tested, 0.12% active; AID 588354;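 active = inhibition above the campaign mean plus 3 SD, with each screening campaign given its own cutoff, cut at about 60% in these data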;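 also: 0% = DMSO treated cells and 100% = gossypol at 36 µM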
Target sequence (Q15788 whole entry, looked up, the tested form may be a part): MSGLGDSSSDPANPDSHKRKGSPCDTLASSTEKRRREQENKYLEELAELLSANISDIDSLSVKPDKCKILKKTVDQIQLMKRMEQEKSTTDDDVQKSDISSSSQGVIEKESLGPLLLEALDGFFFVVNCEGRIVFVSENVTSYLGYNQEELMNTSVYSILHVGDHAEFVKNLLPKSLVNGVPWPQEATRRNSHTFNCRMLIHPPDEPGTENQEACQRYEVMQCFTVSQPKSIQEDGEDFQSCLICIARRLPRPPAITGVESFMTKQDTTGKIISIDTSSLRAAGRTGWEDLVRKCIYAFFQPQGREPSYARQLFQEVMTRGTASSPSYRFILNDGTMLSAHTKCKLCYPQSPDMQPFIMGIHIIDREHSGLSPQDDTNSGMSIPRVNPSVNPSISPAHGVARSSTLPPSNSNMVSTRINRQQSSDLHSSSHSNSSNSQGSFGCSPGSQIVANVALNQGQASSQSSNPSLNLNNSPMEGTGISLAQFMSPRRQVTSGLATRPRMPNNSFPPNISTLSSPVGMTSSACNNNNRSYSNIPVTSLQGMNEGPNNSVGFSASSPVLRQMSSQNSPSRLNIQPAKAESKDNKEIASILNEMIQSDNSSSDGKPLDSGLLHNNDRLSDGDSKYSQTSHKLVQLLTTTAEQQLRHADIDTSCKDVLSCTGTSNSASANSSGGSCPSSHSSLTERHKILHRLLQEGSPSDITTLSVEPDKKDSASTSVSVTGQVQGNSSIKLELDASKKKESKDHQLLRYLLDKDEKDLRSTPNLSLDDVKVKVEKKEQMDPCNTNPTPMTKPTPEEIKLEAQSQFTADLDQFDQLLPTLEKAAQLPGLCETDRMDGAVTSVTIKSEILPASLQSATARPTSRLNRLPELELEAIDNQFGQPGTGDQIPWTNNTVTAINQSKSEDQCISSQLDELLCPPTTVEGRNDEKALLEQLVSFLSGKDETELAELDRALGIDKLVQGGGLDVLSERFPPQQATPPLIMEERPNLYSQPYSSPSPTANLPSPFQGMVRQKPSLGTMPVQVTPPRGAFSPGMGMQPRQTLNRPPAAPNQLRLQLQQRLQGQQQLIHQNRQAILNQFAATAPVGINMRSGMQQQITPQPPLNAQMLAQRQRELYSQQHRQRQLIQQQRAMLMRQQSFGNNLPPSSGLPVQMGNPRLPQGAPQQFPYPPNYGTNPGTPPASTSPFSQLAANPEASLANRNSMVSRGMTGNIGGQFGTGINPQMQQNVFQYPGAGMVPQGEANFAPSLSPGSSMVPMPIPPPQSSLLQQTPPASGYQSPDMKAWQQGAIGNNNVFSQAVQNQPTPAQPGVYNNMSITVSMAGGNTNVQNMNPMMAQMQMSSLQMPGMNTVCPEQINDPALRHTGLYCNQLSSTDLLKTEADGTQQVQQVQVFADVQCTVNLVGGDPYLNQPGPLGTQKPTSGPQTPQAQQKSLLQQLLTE
Shn3 3UTR inh = inhibitors of Schnurri-3 3'UTR reporter in osteoblasts; Clone20 osteoblast Shn3 3'UTR firefly luciferase, 24 h; inhibition, % at 12.5 µM; 360,000 tested, 0.52% active;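 active = mean inhibition of at least 75% with every replicate also reaching 75%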;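 also: 0% = median of neutral control wells and 100% = pilot-screen positive control compound; some compounds past the cut are filed as inactive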
COUP-TFII inh = inhibitors of human COUP-TFII (NR2F2); HEK293T NGFI-A luciferase reporter, luminescence; P24468; inhibition, % at 8.6 µM; 370,000 tested, 0.7% active; AID 686940;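 active = inhibition above a per-plate cutoff, mean inhibition of test wells between control levels plus 3 SD, cut at about 38% in these data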;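 also: cells cotransfected with COUP-TFII expression vector driving the NGFI-A reporter; 0% = median of COUP-TF2 test wells and 100% = reporter-only cells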
TWEAK Fn14 block = inhibitors of TWEAK-Fn14 interaction signaling | TWEAK-stimulated Fn14 reporter cells, luciferase luminescence, 8 h | 360,000 tested, 2% active | inhibition, % at 10 µM | AID 1159606; in the data active = inhibition above about 50%
* marks the source's active call; other numbers are inactive results; x = no result given.

SMILES | KKLEB tox | TRAIL sens C8 | TROY NFkB inh | LRH-1 inv ag | CF NFkB inh | NCOA3 inh | EBV LMP1 NFkB | NCOA1 inh | Shn3 3UTR inh | COUP-TFII inh | TWEAK Fn14 block
CCc1nnc(NC(=O)CSc2nnc(-c3ccccc3O)o2)s1 | 2 | 7 | -9 | -79 | 17 | -42 | -6 | -39 | -29 | -34 | -2
Cc1cc(C(=O)NNC(=S)NCc2ccccc2)cs1 | 4 | 4 | -27 | -13 | -15 | 15 | 2 | -6 | -5 | 3 | 6
CCCCCn1c(CN2CCN(CCO)CC2)nc2c1c(=O)n(C)c(=O)n2C | 9 | 5 | -1 | 10 | -52 | 3 | -5 | 5 | -5 | -6 | -15
CCN(C(C)=O)c1nc(CCl)cs1 | 3 | -5 | -2 | 1 | 8 | 9 | -4 | 3 | 8 | 12 | -6
O=C(CN(c1ccc(Cl)c(C(F)(F)F)c1)S(=O)(=O)c1ccccc1)N/N=C/c1cccc2c1OCCO2 | 7 | 9 | 2 | -4 | -3 | 0 | 7 | -12 | 22 | 24 | 31
COc1cc(/C=C2/SC(=S)N(CC(=O)NC(C)(C)C)C2=O)cc(OC)c1OC | -4 | -2 | 18 | 17 | -8 | -5 | 10 | 11 | 11 | 0 | -6
Cc1ccc(S(=O)(=O)N(C)C)cc1NC(=S)Nc1cccc2ccccc12 | -3 | 4 | 45 | 22 | -14 | 6 | 1 | -3 | 14 | -13 | 41
O=C(c1cc2ccccc2o1)N1CCN(S(=O)(=O)c2ccccc2)CC1 | -10 | -14 | -16 | 6 | -16 | -14 | 2 | 12 | 4 | 10 | -18
CC[N+](C)(C)CC/C=C1/c2ccccc2Sc2ccc(Cl)cc21 | 5 | -17 | 15 | 0 | -18 | 5 | x | 4 | -8 | 11 | 4
COc1ccc(-c2ccc(CN3C(C(C)C)C(=O)N(Cc4cn(Cc5ccco5)nn4)CCS3(=O)=O)cc2)cn1 (stereo unspecified) | 0 | 4 | -5 | -7 | 38 | -11 | -2 | -8 | 35 | 1 | 4
COc1ccc(-c2cc(C)no2)cc1S(=O)(=O)N1CCCN(Cc2ccc(F)cc2)C1 | -1 | -5 | 13 | 7 | -14 | 16 | -9 | -17 | 2 | -6 | -10
Cc1ccc(S(=O)(=O)c2cc3c(=O)n4ccccc4nc3n(CCCN3CCOCC3)c2=N)cc1C | 0 | -7 | -17 | -23 | -2 | -18 | -8 | -5 | 16 | -11 | -12
COc1ccccc1CCNC(=O)C(=O)NCC1OCCN1S(=O)(=O)c1ccc(OC)c(OC)c1 (stereo unspecified) | 6 | 6 | 0 | 2 | 13 | 2 | 6 | 0 | 5 | 22 | -35
Cc1ccc(Cn2cnc3c(cnn3C(C)(C)C)c2=O)cc1 | -8 | 1 | 45 | -3 | -1 | 13 | 16 | 17 | 23 | 22 | 45
CCc1ccc(C2C(C#N)=C(N)N(N(C)C)C3=C2C(=O)CCC3)cc1 (stereo unspecified) | 2 | -20 | 11 | -6 | 2 | -1 | 6 | 0 | 1 | -9 | 26
COc1cc(NC(=O)CN2C(=O)NC(C)(c3ccc(OC(F)F)cc3)C2=O)cc(OC)c1OC (stereo unspecified) | -10 | -3 | -7 | 13 | 7 | -5 | -5 | 1 | 16 | -4 | 1
CCc1c(C)nc2cc(-c3cc(OC)cc(OC)c3)nn2c1N1CCCC1 | -16 | -11 | -16 | -27 | 23 | -10 | 8 | -8 | 19 | 4 | 7
CN(C)NC(=O)c1csnc1-c1c(Cl)cccc1Cl | 8 | -7 | -8 | -3 | 20 | 0 | -3 | -1 | 17 | 5 | 4
COc1cccc(-c2nn3c(-c4ccccn4)nnc3s2)c1 | -1 | 2 | -11 | -56 | -26 | -7 | 7 | -14 | -16 | -7 | -18
CC(=O)c1cccc(NC(=O)CN(C)Cc2ccc(OC(F)F)cc2)c1 | -12 | 7 | 9 | 10 | 5 | 2 | 8 | -2 | -18 | -24 | -4

Record cards (already shown). Values in the order: KKLEB tox	TRAIL sens C8	TROY NFkB inh	LRH-1 inv ag	CF NFkB inh	NCOA3 inh	EBV LMP1 NFkB	NCOA1 inh	Shn3 3UTR inh	COUP-TFII inh	TWEAK Fn14 block
CC(=O)c1cccc(NC(=O)CN(C)Cc2ccc(OC(F)F)cc2)c1 is listed with -12	7	9	10	5	2	8	-2	-18	-24	-4
Cc1ccc(S(=O)(=O)c2cc3c(=O)n4ccccc4nc3n(CCCN3CCOCC3)c2=N)cc1C is listed with 0	-7	-17	-23	-2	-18	-8	-5	16	-11	-12

(listing goes on)
SMILES | KKLEB tox | TRAIL sens C8 | TROY NFkB inh | LRH-1 inv ag | CF NFkB inh | NCOA3 inh | EBV LMP1 NFkB | NCOA1 inh | Shn3 3UTR inh | COUP-TFII inh | TWEAK Fn14 block
CN(Cc1ccccc1)CC(O)COc1ccc(CNCCOc2cccnc2)cc1 (stereo unspecified) | 2 | -5 | 10 | 9 | -1 | 14 | 7 | 0 | 0 | 0 | 26
Cc1ccc(C(c2nnnn2CCC(C)C)N2CCN(C)CC2)cc1 (stereo unspecified) | -27 | -5 | -19 | 4 | 6 | 7 | -9 | 3 | 0 | -5 | -2
CCOc1ccc(CNC(=O)c2cc3oc4ccccc4c3n2C)cc1 | -16 | 10 | -23 | -41 | 8 | -130 | 22 | -43 | -17 | -23 | -45
Cc1cc(C)c2cc(C(=O)N3CCC(C(=O)c4ccc(F)cc4)CC3)[nH]c2c1 | -21 | 18 | 14 | 13 | 18 | 9 | 6 | -14 | 13 | -1 | -14
C=CCn1c(SCc2ccc(C#N)cc2)nnc1-c1ccccc1 | -9 | -33 | -14 | 8 | -5 | 12 | -4 | -12 | 16 | 2 | 0
O=C(NCCN1CCOCC1)c1cc(Sc2cccc(Cl)c2)nc2ccccc12 | 2 | -4 | -1 | 5 | 9 | 14 | 4 | -5 | -21 | 4 | -9
COc1ccc(CCNC(=O)CC2C(=O)NCCN2CC(C)(C)C)cc1 (stereo unspecified) | 3 | -6 | -4 | 10 | -4 | 1 | 4 | 1 | 3 | 4 | 1
CCOc1ccc(S(=O)(=O)Nc2ccc(C(=O)N3CC(C)OC(C)C3)cc2)cc1 (stereo unspecified) | -2 | -4 | -8 | 7 | -14 | 25 | 0 | 7 | -6 | -4 | -2
O=C(O)CCN(CCC(=O)O)c1ccccc1 | 6 | -9 | 4 | 8 | -1 | 7 | -8 | 4 | 3 | 4 | -3
Cc1ccc(-n2c(=O)cc(N3CCCCCC3)[nH]c2=O)cc1 | 19 | -1 | -3 | 9 | -29 | -29 | 2 | -21 | -20 | 7 | -1
CCOP(=O)(OCC)/C(C#N)=C/c1c[nH]c2ccccc12 | -6 | -22 | 9 | -4 | 0 | 5 | 9 | -36 | 3 | -4 | 1
Cc1ccc(SCC(=O)N(C)C2CCS(=O)(=O)C2)c(C)c1 (stereo unspecified) | 2 | -3 | -17 | 17 | -2 | -2 | 0 | 0 | -5 | 1 | 21
O=C(c1nc2ccc(Cl)cn2c1CNCCn1ccnc1)N1CCCCCCC1 | 22 | -8 | 0 | 13 | -5 | 10 | -6 | 0 | -6 | -12 | 2
Cc1nnc(NC(=O)CSc2nnc(CNC(=O)c3ccccc3)n2-c2ccccc2)s1 | 23 | 5 | -26 | 9 | 2 | -1 | 1 | 4 | -7 | 2 | -1
CN1C(=O)S/C(=C/c2ccc(OCc3cccc(C(=O)O)c3)cc2)C1=O | 18 | 14 | -43 | -182 | -16 | -153 | 17 | -133 | 19 | -22 | -4
CN(CC(=O)Nc1ccccc1Br)C(=O)c1ccccc1Sc1ccccc1C#N | 5 | -3 | 6 | -10 | -3 | 2 | -5 | 5 | 0 | 9 | -3
Cc1ccc(C)c(S(=O)(=O)Nc2nc3ccc(S(N)(=O)=O)cc3s2)c1 | -7 | -4 | 7 | -16 | 8 | -1 | 7 | 4 | -2 | 4 | -6
CCOC(=O)CC(NC(=O)c1ccc(C)cc1)c1ccc(C)cc1 (stereo unspecified) | 2 | -9 | -6 | 9 | 4 | 5 | 3 | -5 | 11 | -10 | 1
CCN(CC)S(=O)(=O)c1ccc(N2CCOCC2)c(NC(=O)C23CC4CC(CC(Cl)(C4)C2)C3)c1 | -1 | -5 | 17 | 1 | 0 | -4 | 5 | 2 | 14 | 11 | -8
O=C(CNC(=O)c1cccnc1)N=Nc1c(O)[nH]c2c(Br)cc(Br)cc12 | 18 | 8 | -8 | 7 | -20 | 14 | 14 | 5 | -9 | -15 | -5
COc1ccc(C(CNC(=O)C2CC(=O)N(Cc3ccc(C)cc3)C2)N(C)C)cc1 (stereo unspecified) | -2 | -1 | 6 | 11 | 3 | -15 | -10 | -3 | -4 | 8 | 11
Cc1cc(C)n2nc(C(=O)Nc3ccc(S(=O)(=O)N4CCCC4)cc3)nc2n1 | 8 | -7 | 5 | 11 | -10 | -6 | -3 | 0 | 6 | -22 | 5
CC(NC(=O)CSc1nnc(-c2cccc(S(=O)(=O)N3CCCCC3)c2)o1)C12CC3CC(CC(C3)C1)C2 (stereo unspecified) | -15 | 12 | 22 | 2 | 2 | -6 | 7 | -13 | 50 | -3 | 38
O=C(Cc1ccccc1F)c1ccc(O)cc1O | 2 | 21 | -10 | -26 | -5 | 2 | -13 | -11 | 3 | -24 | -7
COc1ccc(CN2CCC(CNS(=O)(=O)c3cccc(C(F)(F)F)c3)CC2)cc1 | -5 | 8 | 5 | 3 | -7 | 12 | 7 | 15 | 22 | 2 | 18
CCc1cc(=O)oc2cc(C)cc(OCC(=O)N[C@@H](CSCc3ccccc3)C(=O)O)c12 | 4 | -3 | -7 | -15 | 5 | 9 | 0 | -5 | 7 | -5 | -7
CCCCOC(=O)Nc1ccc(S(=O)(=O)Nc2nccs2)cc1 | -3 | 0 | -4 | -16 | 14 | 8 | 5 | 2 | -2 | 5 | -20
COC(=O)C1=C(C)NC(=O)NC1c1cccc(OC)c1OCc1ccccc1 (stereo unspecified) | 5 | 0 | -27 | -2 | 0 | -20 | -2 | 6 | 3 | 4 | 9
c1ccc(Cn2nnc(-c3ccccc3)n2)cc1 | 2 | 1 | -27 | 14 | -7 | -31 | -25 | -137 | -30 | -7 | -17
CC1Cc2ccccc2N1C(=O)COc1nc2ccccc2nc1N1CCOCC1 (stereo unspecified) | 0 | 3 | -1 | -13 | 5 | 10 | 12 | -16 | 9 | 6 | 8
COc1ccc(S(=O)(=O)NCc2ccc(C(=O)NCCCN3CC(C)CC(C)C3)cc2)cc1 (stereo unspecified) | 3 | -1 | 11 | -10 | -4 | 4 | 3 | 2 | 23 | -2 | 0
CCOC(=O)c1cccc(NC(=O)c2ccc(F)cc2F)c1 | -6 | 23 | -39 | -111 | -8 | -106 | 1 | -76 | -125 | -20 | -32
COc1ccc(NS(=O)(=O)c2ccc(C)c(NC(=O)C3CCCO3)c2)cc1 (stereo unspecified) | 18 | 1 | -5 | -12 | -34 | 28 | 7 | 6 | 5 | -3 | -13
Cc1noc(C)c1COc1ncnc2ccccc12 | -5 | 14 | 11 | 3 | 0 | -11 | 14 | 3 | -13 | -1 | 10
O=C(Nc1cccc2ccccc12)NC1CCS(=O)(=O)C1 (stereo unspecified) | 5 | 1 | 2 | 0 | 6 | -11 | -16 | 0 | -3 | 2 | -2
COC(=O)NNC(=O)c1ccccc1OC | -5 | -21 | 0 | 2 | -12 | 6 | -5 | -18 | 4 | 8 | 12

Screens: PubChem, several laboratories

A portion of the library, so the mix of outcomes need not match the whole.
